Source: PubChem BioAssay (several laboratories)
TbMetRS inhib: T. brucei MetRS inhibitors, primary screen, biochemical, luminescence; inhibition, % at 11.9 µM; purified T. brucei MetRS, ATP depletion, Kinase-Glo luminescence; hit rate 0.4% among 360,000; AID 624268, 2012; methionyl-tRNA synthetase (Trypanosoma brucei brucei);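 active means inhibition above a per-plate cutoff of the control wells' mean inhibition plus 3 SD, cut at about 5.5% in these data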;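 further: 0% = DMSO wells median and 100% = median of wells with control inhibitor compound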
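assay system = parasite MetRS enzyme | timing = 15 min preincubation, 2 h reaction, all 25 °C | evaluation = percent inhibition relative to median high and low control wells | medium = HEPES buffer containing pyrophosphatase, BSA, spermine, DTT | compound = single dose, 11.9 µM final nominal, 0.9% final DMSO | detection = Kinase-Glo luminescence, ATP depletion format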
FAS TE block: FAS thioesterase domain inhibitors, primary screen, biochemical, fluorescence intensity, uHTS; Fatty acid synthase (Homo sapiens), P49327; recombinant FAS-TE, OMFH fluorogenic substrate, fluorescence endpoint; inhibition, % at 15 µM; hit rate 0.67% among 360,000; AID 602261, 2012;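 active means compounds whose normalised, plate-corrected inhibition of enzyme fluorescence in the single-dose primary screen is 50% or more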;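 further: 0% = DMSO with enzyme and 100% = substrate without enzyme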
MsrA inhibitor: bovine MsrA enzyme inhibitors, primary screen, biochemical, absorbance, HTS. Methionine sulfoxide reductase A (Bos taurus). inhibition, % at 15.5 µM. purified bovine MsrA, absorbance read-out. hit rate 0.75% among 360,000. AID 651718, 2012; in the data active means inhibition above about 4.5%;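 further: 0% = vehicle wells with enzyme and 100% = reference inhibitor wells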
Neddyl block: inhibitors of cullin neddylation, primary screen, biochemical, TR-FRET, uHTS, NAE and Ubc12; NEDD8-conjugating enzyme Ubc12 (Homo sapiens) + NEDD8-activating enzyme E1 regulatory …; hit rate 0.58% among 360,000; calls only at 25 µM; in the data active means inhibition above about 36%
MsrA act: bovine MsrA enzyme activators, primary screen, biochemical, absorbance, HTS. hit rate 0.3% among 360,000. purified bovine MsrA, absorbance read-out. activation, % at 10.6 µM; in the data active means activation above about 7.5%;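 further: 0% = vehicle and 100% = reference activator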
Rin1-Abl PPI inh: inhibitors of Rin1-Abl protein binding, primary screen, biochemical, TR-FRET; hit rate 0.4% among 360,000; Tyrosine-protein kinase ABL1 (Homo sapiens) + Ras and Rab interactor 1 (Homo sapiens), …; inhibition, % at 7.35 µM; in the data active means inhibition above about 5%, passing the limit was not always enough
PABP1 MLLE inh: inhibitors of PABP1 MLLE–PAM2 peptide binding, primary screen, biochemical, fluorescence polarization, FITC-PAM2, GST-MLLE; Polyadenylate-binding protein 1 (Homo sapiens), P11940; inhibition, % at 20 µM; hit rate 0.36% among 360,000; AID 588489, 2011; in the data active means inhibition above about 35%, passing the limit was not always enough;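 further: plate controls were DMSO wells with GST-MLLE for no effect and wells lacking GST-MLLE protein for full effect; some results filed as inactive read as strong as hits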
E coli Lon inh: inhibitors of E. coli Lon protease, primary screen, biochemical, fluorescence polarization | P0A9M0 | purified E. coli Lon protease | inhibition, % at 7.94 µM | hit rate 0.42% among 360,000 | AID 602123, 2011; in the data active means inhibition above about 13%, passing the limit was not always enough;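 further: 0% = enzyme with probe and DMSO and 100% = no enzyme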
CSN inh: inhibitors of CSN-mediated cullin deneddylation, primary screen, biochemical, fluorescence polarization, uHTS; Purified CSN, SCF-Nedd8-OG deneddylation; inhibition, % at 12.5 µM; hit rate 0.38% among 360,000;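 active means pattern-corrected inhibition above about 35%, with an unprinted fluorescence ratio check between 0.5 and 1.5, limit read from the data, passing the limit was not always enough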;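 further: 0% = enzyme with substrate and 100% = substrate without enzyme; some results filed as inactive read as strong as hits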
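Material: purified human Csn5 enzyme expressed in HEK293T cells / Medium: Tris buffer pH 7.5, NaCl, DTT, Tween-20, trehalose, ovalbumin / Compound dosing: 12.5 µM single point / Schedule: 90 min incubation of compound, enzyme and substrate at room temperature / Signal: fluorescence polarization of the substrate / Control set: no-enzyme wells high, enzyme-with-substrate wells low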
Starred values were filed as active, the others as inactive; i = inactive; x = not tested or not shown.

SMILES	TbMetRS inhib	FAS TE block	MsrA inhibitor	Neddyl block	MsrA act	Rin1-Abl PPI inh	PABP1 MLLE inh	E coli Lon inh	CSN inh
COc1cccc(OC2OC3COC(C)(C)OC3C(O)C2NC(C)=O)c1 (stereo not drawn)	-0.6	-7	-0.7	i	-1	0	0	10	-1
COc1ccc(CNC(=O)C[C@H]2C(=O)N(Cc3ccccc3)C[C@@H]2Cc2ccccc2)cc1	-0.4	6	1.5	i	2	2	-8	4	0
COC(CNC(=O)c1ccc2c(c1)ncn2-c1cc(C)cc(C)c1)OC	-0.4	-5	-0.3	i	-2	2	3	-2	0
CNS(=O)(=O)c1ccc2c(c1)oc(=O)c1cc(S(=O)(=O)NC)ccc12	-0.8	-10	0.1	i	-11	-1	5	6	0
COc1ccc(CCNC(=O)C(C)n2nc(C)c3c(C)n(-c4ccc(C)cc4)nc3c2=O)c(OC)c1 (stereo not drawn)	0.0	2	0.3	i	0	1	-1	-10	7
O=c1c2ccccc2cnn1Cc1ccc(Br)cc1F	0.1	10	1.1	i	-3	5	-4	-1	-5
COc1ccc(C(CC(=O)O)c2cc(OC)c(OC)c(OC)c2)cc1OC (stereo not drawn)	-0.4	-4	-0.1	i	-1	2	-4	-9	-1
O=C(O)C1CCC(Cn2c(SCc3cc(=O)n4cc(Cl)ccc4n3)nc3ccsc3c2=O)CC1 (stereo not drawn)	0.6	-4	-0.1	i	1	-3	2	-3	1
CCOC(=O)C1C(=O)C=C(c2ccc(C)cc2)CC1c1ccccc1 (stereo not drawn)	-0.1	28	-0.3	i	1	1	7	4	-4
Cc1ccc(NC2=NCC(=O)N2CCc2ccccc2)cc1C	0.4	7	-0.3	i	-4	2	-8	-1	0
COc1ccc(C(=O)N/C(=C\c2ccc([N+](=O)[O-])cc2)C(=O)NC(CCSC)C(=O)O)cc1 (stereo not drawn)	1.0	57*	2.6	i	-3	-2	7	-15	2
CCc1ccccc1N(C(=O)c1snc(C(N)=O)c1N)C(C(=O)NCC1CCCO1)c1ccc(C)o1 (stereo not drawn)	-0.3	4	0.2	x	-2	-3	-5	-8	2
Nc1nc(N2CCCCC2)c2ncn(C3OC(CO)C(O)C3O)c2n1 (stereo not drawn)	-0.1	-4	0.1	i	-2	0	-1	-9	-3
CN(CC(=O)NCCCN1CCOCC1)S(=O)(=O)c1ccc(Cl)cc1	-0.3	-7	0.3	i	-3	2	1	-4	4
Cc1ccc(N/N=C(/Sc2nnnn2-c2ccccc2)C(=O)c2ccccc2)cc1	-0.1	8	-0.1	i	-5	1	30	3	25
COc1ccc(S(=O)(=O)N2CCN(C(=O)CSC(=S)N3CCCC3)CC2)cc1	0.0	4	0.1	i	-2	2	26	1	-1
O=C(N/N=C/c1ccc(Cl)cc1)C(=O)N1CCCCCC1	-0.4	-5	-0.9	i	-4	-1	8	8	-4
CCc1cccc(C)c1N1C(=O)CC(C)(C)CC1=O	-0.2	-4	-0.1	i	0	-3	-8	-4	0
CCn1cc(C(=O)NCCc2ccccc2)c(=O)c2cc(F)c(N3CCN(C)CC3)cc21	-1.3	-60	1.2	x	-14	0	6	-2	-3
CC(NCc1cccnc1)c1ccccc1 (stereo not drawn)	-1.0	-7	-1.0	i	-10	0	4	-9	1
Cc1cc(NC(=O)COC(=O)c2ccco2)no1	-0.2	-8	-1.1	i	0	-5	4	5	4
COc1ccc2nc(NC(=O)CSc3n[nH]c(N)n3)sc2c1	-0.6	-19	-0.1	i	-4	0	-35	0	-2
CCOC(=O)N1CCN(C(=O)c2ccccc2NC(=O)c2ccc(OC)cc2)CC1	-0.6	-10	0.0	i	-3	0	10	-8	0
Cc1ccc(CNC(=O)CCn2cc(-c3ccc(C)cc3)nc2CCN)cc1	-0.1	-11	-0.5	i	-5	6	-3	4	1
CCCNC(=O)C1CCN(S(=O)(=O)c2cccc3nonc23)CC1	-0.7	-2	2.0	i	-1	2	-7	-3	0
C/C(=N\NS(=O)(=O)c1ccc(Cl)c([N+](=O)[O-])c1)c1ccc(C)o1	1.2	20	0.7	i	-3	-1	6	1	2
Cn1c(=O)c2c(SCC(=O)Nc3cccc(F)c3)nc(-c3ccco3)nc2n(C)c1=O	-0.2	-5	0.8	i	-1	0	5	-1	2
COc1ccc(C(=O)N2CCC(C(=O)c3c(C)cc(C)cc3C)CC2)cc1	-0.1	6	-1.2	i	-2	-3	-1	5	1
CCCCCCN1C[C@H](O)[C@@H](n2cc(COC(=O)c3ccccc3)nn2)C[C@@H]1c1ccc(C)cc1	-1.5	12	0.8	i	2	-2	1	8	2
COc1ccc2[nH]c(C)c(CCN(Cc3cccs3)C(=S)Nc3ccccc3OC)c2c1	-0.9	11	-0.2	i	-7	-3	0	18*	3
CCC(=O)NC(Nc1cccc(C)n1)(C(F)(F)F)C(F)(F)F	0.2	-4	0.6	i	0	3	-8	-10	-1
CC(C(=O)Nc1cccnc1)n1cc([N+](=O)[O-])cn1 (stereo not drawn)	-1.0	-5	0.1	i	-7	-2	3	0	-2
Cc1cc(-c2nnc(CCC(=O)N(C)Cc3cccc4ccccc34)o2)no1	-0.1	-2	-0.7	i	0	2	-30	-1	2
Cc1ccc(S(=O)(=O)NCC(=O)NCC(=O)N2CCC(C)CC2)cc1	-0.2	-4	-1.1	i	-4	0	-1	-10	2
O=C(CN1C(=O)COc2ccc(Cl)cc21)N1CCOCC1	0.1	-7	-0.7	i	-3	-1	9	-10	10
Cc1cc(C(F)F)n2ncc(C(=O)N3CCCCC3)c2n1	0.0	-7	2.9	i	-3	-3	-2	1	0
Cc1c([N+](=O)[O-])cc(C(=O)Nc2ccc(Cc3ccncc3)cc2)cc1[N+](=O)[O-]	-0.5	63*	1.8	i	-3	-5	9	2	5
CCCCc1ccc(S(=O)(=O)N2CCC3(CC2)OCCO3)cc1	0.0	16	0.5	i	-3	1	6	0	-3
c1ccc(-c2cnnn2-c2ccccc2)cc1	1.8	-6	-0.4	i	-3	-1	1	-6	0
CC1(NC(=O)Cc2ccc(S(=O)(=O)N3CCOCC3)s2)CCS(=O)(=O)C1 (stereo not drawn)	-0.6	-6	-0.9	i	-7	1	14	5	5
COc1ccccc1NC(=S)NCC1CCCO1 (stereo not drawn)	0.1	-8	-0.6	i	-6	1	13	-2	0
CNCC(O)c1ccc(O)c(O)c1 (stereo not drawn)	-1.1	-5	0.6	i	-2	0	-2	-6	-3
CS(=O)(=O)Nc1ccc(F)cc1	-0.1	-2	-0.3	i	-1	x	x	-7	1
Cc1ccc(-c2csc3nnc(SCC(=O)N4CCN(Cc5ccccc5)CC4)n23)cc1	-0.4	2	-0.3	i	-2	0	-9	1	-5
COc1cccc(COC(=O)C2CC(=O)N(Cc3ccco3)C2)c1OC (stereo not drawn)	-0.6	-2	-0.7	i	-9	1	-5	6	-3
CC(=O)Nc1cccc(NC(=O)c2ccc(COc3ccccc3)cc2)c1	0.1	-1	0.1	i	2	-4	-17	0	-1
CC(=O)Nc1cc(-c2cccc(C(=O)NCCN(C)C)c2)cn2c(-c3ccc(F)c(Cl)c3)cnc12	-0.1	-8	-0.3	i	0	-3	-11	2	82*
Cc1cccn2c(=O)c(C=O)c(N3CCN(c4ccccc4)CC3)nc12	-0.3	15	-0.5	i	-3	0	33	5	-1
COc1ccc(C2CC(c3ccccc3)=NN2C(=O)c2cccs2)cc1 (stereo not drawn)	-0.1	30	-0.8	i	-1	-6	-3	2	-2
c1ccc(CSc2nnc(-c3ccco3)n2Cc2ccccc2)cc1	-0.8	8	-0.2	i	-3	-2	-25	8	1

(listing goes on)
SMILES	TbMetRS inhib	FAS TE block	MsrA inhibitor	Neddyl block	MsrA act	Rin1-Abl PPI inh	PABP1 MLLE inh	E coli Lon inh	CSN inh
Cc1ccc(S(=O)(=O)N2[C@@H](c3cccc(Cl)c3)C(C(=O)O)=CC[C@H]2c2ccc(Cl)c(Cl)c2)cc1	-0.1	36	0.7	i	-5	2	4	-11	10
NC(=O)C1CCN(C(=O)c2cnn(-c3ccccc3)c2NC(=O)c2cccc(F)c2)CC1	0.6	-3	-0.2	i	0	23*	-11	5	0
CCCc1nc(N)c(C#N)c(-c2ccco2)c1CC	-0.5	-2	1.7	i	-5	-4	6	0	7
O=C(O)c1ccc2c(c1)OCCO2	-0.7	-6	-0.4	i	0	0	-16	-1	-5
CC[C@@H](C)[C@@H]1CN([C@@H](C)CN2CCC[C@H]2CN2C(N)=NC[C@H]2C(C)C)C(=N)N1CCc1ccc(Cl)c(Cl)c1	-1.2	-11	-0.8	i	-5	-1	18	2	3
CCOCCCNC(=O)Cc1c(C(=O)O)[nH]c2ccc(Cl)cc12	1.0	-6	-0.1	i	-1	-2	11	-3	6
CCOC(=O)C(C#N)C(=N)C1C(=O)OC2CCCCC21 (stereo not drawn)	0.0	-7	0.6	i	-1	3	22	0	-1
Cc1cc(C)nc(SCc2cccc(C(=O)O)c2)n1	0.3	-9	2.1	i	6	1	-100	-2	2
COc1ccc(C(=O)NNC(=O)CSc2nnc3ccccn23)cc1OC	0.0	-10	-0.9	i	-1	-1	-1	-2	4
Cc1ccc(N2C(S)=C(C#N)C(=O)NC2c2cccs2)cc1 (stereo not drawn)	-0.2	-10	1.1	i	-4	-2	-9	-13	7

Part of the list above in order of molecular weight, falling:
SMILES	TbMetRS inhib	FAS TE block	MsrA inhibitor	Neddyl block	MsrA act	Rin1-Abl PPI inh	PABP1 MLLE inh	E coli Lon inh	CSN inh
CC1(NC(=O)Cc2ccc(S(=O)(=O)N3CCOCC3)s2)CCS(=O)(=O)C1 (stereo not drawn)	-0.6	-6	-0.9	i	-7	1	14	5	5
CN(CC(=O)NCCCN1CCOCC1)S(=O)(=O)c1ccc(Cl)cc1	-0.3	-7	0.3	i	-3	2	1	-4	4
Cc1ccc(CNC(=O)CCn2cc(-c3ccc(C)cc3)nc2CCN)cc1	-0.1	-11	-0.5	i	-5	6	-3	4	1
Cc1cc(C)nc(SCc2cccc(C(=O)O)c2)n1	0.3	-9	2.1	i	6	1	-100	-2	2

(listing goes on)
SMILES	TbMetRS inhib	FAS TE block	MsrA inhibitor	Neddyl block	MsrA act	Rin1-Abl PPI inh	PABP1 MLLE inh	E coli Lon inh	CSN inh
Cc1ccc(C(=O)N2CCC(Cc3ccccc3)CC2)cc1[N+](=O)[O-]	-0.3	21	-1.0	i	-1	0	2	-2	0
O=C(OCCO)c1c(C2=CCCCC2)oc2c1C(OCCO)CCC2 (stereo not drawn)	-0.2	-6	0.0	i	-1	x	x	2	4
CC(=O)C1=NOC(CNC(=O)c2c(-c3ccccc3Cl)noc2C)C1 (stereo not drawn)	-1.0	2	1.2	i	-3	2	-1	-9	2
Cc1c(C(=O)N2CCCC2)c(S(=O)(=O)NCC(C)c2ccccc2)c(C)n1C (stereo not drawn)	-0.7	2	-1.3	i	-11	-2	4	-5	4
O=C(CSc1nc2ccccc2c(=O)n1CCCN1CCOCC1)Nc1cccc(S(=O)(=O)N2CCCCCC2)c1	-0.3	8	0.6	i	-9	1	0	2	-15
